Screening results deposited in PubChem BioAssay by National Center for Advancing Translational Sciences (NCATS).
AmpC inh no detg: inhibitors of E. coli AmpC beta-lactamase without detergent. AmpC nitrocefin hydrolysis, absorbance 480 nm, 0.0001% Triton. 0.52% of 330,000 active. Potency, µM (titrated, usually from 57.1 µM), inactives show at the highest dose activity change, negative = inhibition, hits mostly inhibitors;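 also: potency is read from the fitted curve at half-maximal effect; plate controls were no compound for no effect and no enzyme for full effect; nearly all actives have a fitted effect of over 20% in size; some results filed as inactive show a strong effect at the top dose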
Target sequence (P00811 whole entry, looked up): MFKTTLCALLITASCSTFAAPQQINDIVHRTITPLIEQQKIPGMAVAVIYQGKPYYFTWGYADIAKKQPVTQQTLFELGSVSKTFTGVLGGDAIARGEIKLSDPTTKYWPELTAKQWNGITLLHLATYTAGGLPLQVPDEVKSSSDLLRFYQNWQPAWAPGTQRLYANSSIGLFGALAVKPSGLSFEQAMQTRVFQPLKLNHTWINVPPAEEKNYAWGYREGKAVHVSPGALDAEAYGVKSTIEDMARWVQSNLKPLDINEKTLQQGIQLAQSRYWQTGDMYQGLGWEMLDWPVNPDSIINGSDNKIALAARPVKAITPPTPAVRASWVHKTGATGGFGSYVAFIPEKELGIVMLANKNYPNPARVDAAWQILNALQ
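20 mM phosphate pH 7.0 + 0.01% (detergent screen) or 0.0001% Triton X-100; 5.3 nM AmpC reagent; cpd preinc 15 min RT; nitrocefin (800 uM stock) to start; A480 q20 s × 4 min; Activity was normalised to no-enzyme and no-compound control wells.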
LmPK inhibitor: inhibitors of Leishmania mexicana pyruvate kinase. Q27686. purified LmPK, Kinase-Glo ATP luminescence, 1 h. Potency, µM (series often up to 57.5 µM), for inactives: top-dose activity change, negative = inhibition, actives largely listed as inhibitors. 0.37% of 290,000 active. AID 1721; also: potency is read from the fitted curve at half-maximal effect
Target sequence (Q27686 whole entry, looked up): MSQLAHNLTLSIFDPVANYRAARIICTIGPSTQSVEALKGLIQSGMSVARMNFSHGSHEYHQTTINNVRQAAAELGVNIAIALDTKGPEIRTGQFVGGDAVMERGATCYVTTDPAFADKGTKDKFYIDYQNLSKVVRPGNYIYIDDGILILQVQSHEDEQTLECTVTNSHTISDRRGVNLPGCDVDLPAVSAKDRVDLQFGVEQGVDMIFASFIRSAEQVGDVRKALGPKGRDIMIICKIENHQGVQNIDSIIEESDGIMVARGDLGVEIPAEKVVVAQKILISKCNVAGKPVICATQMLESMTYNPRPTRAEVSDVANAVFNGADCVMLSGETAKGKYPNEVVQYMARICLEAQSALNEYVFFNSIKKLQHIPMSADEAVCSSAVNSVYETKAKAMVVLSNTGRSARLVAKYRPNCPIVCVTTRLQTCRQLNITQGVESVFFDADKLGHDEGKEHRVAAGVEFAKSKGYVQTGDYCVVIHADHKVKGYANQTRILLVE
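qHTS format; LmPK 0.1 nM; substrates PEP 0.5 mM and ADP 0.1 mM. One-hour room-temperature incubation, then coupled luciferase luminescence; 0.5 nM enzyme wells mark activation.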
Tb PYK inh: blocks Trypanosoma brucei pyruvate kinase; Q57TT1; TbPYK enzyme, Kinase-Glo Plus ATP luminescence, 45 min; Potency, µM (doses to about 76.8 µM), for inactives: at the top dose activity, negative = inhibition, most hits filed as inhibitors; 0.12% of 410,000 active; AID 624173; also: potency is read from the fitted curve at half-maximal effect; nearly all actives have a fitted effect of over 50% in size
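Screened from lowest to highest concentration, compounds were pinned into TbPYK/substrate mixtures, and ADP (130 uM final) was added. Plates sat at room temperature for 45 min prior to Kinase-Glo Plus detection by luminescence.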
AmpC detergent: blocks E. coli AmpC beta-lactamase in detergent assay; P00811; AmpC hydrolysis of nitrocefin, absorbance 480 nm, 0.01% Triton; Potency, µM (series often up to 114 µM), without a hit: at the top dose activity change, negative = inhibition, actives largely listed as inhibitors; 0.041% of 370,000 active; AID 485294;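 also: potency is read from the fitted curve at half-maximal effect; 0% = no-compound wells and -100% = no-enzyme wells; nearly all actives have a fitted effect of over 25% in size; some results filed as inactive show a strong effect at the top dose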
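20 mM phosphate pH 7.0 + 0.01% (detergent screen) or 0.0001% Triton X-100; 5.3 nM AmpC reagent; cpd preinc 15 min RT; nitrocefin (800 uM stock) to start; A480 q20 s × 4 min; Activity was normalised to no-enzyme and no-compound control wells.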
HCMV inh: human cytomegalovirus inhibition; HFF cells, HCMV-luciferase reporter, 72 h; active compounds read low; activity change, negative = inhibition, % at 57.5 µM; 4.5% of 410,000 active; AID 1259415; in the data active = activity change below about -60%; inconclusive = no clear call, values can overlap the other calls; inactive = above about -39%
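After 16 h attachment at 37C, HFF cells received test compound and HCMV-luciferase (1 PFU/cell); reporter luminescence read 72 h later, data normalized against buffer-only and known inhibitor Salinomycin.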
HCV inhibitor: inhibitors of hepatitis C virus infection; Huh7.5.1 HCVcc-Cre infection, luciferase reporter, 44 h; Potency, µM (series often up to 41.8 µM), inactives show at the highest dose activity change, negative = inhibition, actives largely listed as inhibitors; 3.4% of 340,000 active; AID 651820; also: potency is read from the fitted curve at half-maximal effect
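Seed cells (1,000/well) for 4 h; treat with compound and infect with HCVcc-Cre, moi about 0.5. Incubate 44 h, then detect luciferase activity.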
AMA1-RON2 inh: inhibitors of Plasmodium falciparum AMA1-RON2 interaction; AID 720542; Potency, µM (highest dose often 58.2 µM), for the others: at the highest dose activity change, negative = inhibition, hits mostly inhibitors; 0.2% of 360,000 active; AlphaScreen AMA1-biotinylated RON2 peptide binding;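 also: potency is read from the fitted curve at half-maximal effect; 0% = vehicle wells and -100% = peptide control; nearly all actives have a fitted effect of over 45% in size; some results filed as inactive show a strong effect at the top dose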
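AMA1 (3D7) with his tag at 25 nM final met compounds first, then biotinylated RON2 peptide at 25 nM; detection used donor plus acceptor beads, 10 µg/mL apiece, read by AlphaScreen after 30 min at room temperature.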
* = called active by the depositor; ? = inconclusive; . = no result given; & = joins results of further samples; [ ] = another dose, or the depositor's remark. Unless noted, calls follow the shape of the dose curve; as a rule, active = well fitted curve in the direction sought with a large enough effect; inconclusive = small, poorly fitted or top-dose-only effect, or another doubt; inactive = no such curve, though single readings can be large; an effect the other way counts as inactive or inconclusive. Unless noted, % is scaled to controls: 0 for no effect and ±100 for the full control effect.

SMILES	AmpC inh no detg	LmPK inhibitor	Tb PYK inh	AmpC detergent	HCMV inh	HCV inhibitor	AMA1-RON2 inh
Cc1c(Cl)cccc1NC(=O)CNC(=O)c1ccc(F)cc1	-8%	-6%	5%	-7%	42	9%	0%
COc1ccc(-n2c(CN3CCN(Cc4ccccc4)CC3)nc3ccc([N+](=O)[O-])cc3c2=O)c(OC)c1	64%[activator]	-3%	4%	-5%	21	-9%	-5%
C#CCSc1nc(=O)c2cccnc2n1-c1ccc(C)cc1	0%	2%	-2%	-2%	?	1%	8%
COc1ccc(NC(=O)C2(C)Cc3c(-c4cccc(NC(C)=O)c4)ccnc3O2)cn1 (stereo not drawn)	.	.	9%	.	-72*	.	-4%
COc1ccc(S(=O)(=O)Nc2cccc(-c3ccc(N4CCCCCC4)nn3)c2)cc1	.	.	-7%	-6%	?	.	.
Cc1ccc(S(=O)(=O)N2[C@@H](c3ccc(Br)cc3)C(C(=O)O)=CC[C@H]2c2ccc(Cl)cc2)cc1	-11%	.	-13%	.	-12	-4%	3%
O=C1OCCC1Sc1nc(-c2ccccc2)cs1 (stereo not drawn)	-27%	-2%	-1%	-5%	-36	15%	-1%
N#Cc1c(Nc2ccccc2)sc(C(=O)c2ccc(F)cc2)c1N	-2%	2%	3%	2%	-25	-13%	-9%
O=S(=O)(c1ccc(OCC(O)CN2CCCCC2)cc1)N1CCOCC1 (stereo not drawn)	-11%	1%	-3%	-12%	27	3%	2%
COc1ccc(OC)c(CNC(=O)C2COc3ccccc3C2)c1 (stereo not drawn)	.	.	0%	2%	3	.	.
C[C@@H]1CN([C@@H](C)CO)C(=O)c2cc(NS(C)(=O)=O)ccc2O[C@@H]1CN(C)S(=O)(=O)c1ccccc1	69%[activator]	.	6%	.	-10	-3%	0%
CC(C)Nc1nc(SC(C)C(=O)Nc2ccccc2)nc(N(C)C)n1 (stereo not drawn)	3%	-4%	3%	12%	0	?	6%
COc1ccc(N2CCN(S(=O)(=O)CCNC(=O)/C=C/c3ccccc3)CC2)cc1	-21%	.	-1%	-21%	16	13%	-11%
O=C(Cc1cccc2ccccc12)Nc1cc(C(=O)O)cc(C(=O)O)c1	-9%	-9%	-1%	?	38	11%	-7%
O=C(CC(c1ccccc1)c1cc(Cl)ccc1O)NCCCN1CCOCC1 (stereo not drawn)	31%	-3%	-18%	-10%	-8	-7%	0%
C=C(C)[C@H]1CC=C(C)/C(=N/NC(=O)CNc2ccccc2OC)C1	-29%	-2%	1%	-2%	37	?	8%
CCn1ccc2cc(S(=O)(=O)N3CCCN(C(=O)Nc4ccccc4F)CC3)ccc21	.	.	-3%	-5%	6	.	.
O=C(Nc1ccc(S(=O)(=O)Nc2ccccc2)cc1)c1ccc(CN2CCOCC2)cc1	-16%	13%	-3%	1%	-90*	2.2µM*	-7%
COc1ccc(N2Cc3cccc(C(=O)Nc4ccc(C)c(C)c4)c3C2=O)cc1	.	.	7%	-11%	-10	.	.
CCCCN(C=O)c1c(CC)nc2ccc(C(=O)N3CCCCC3)cn12	.	.	3%	.	-5	.	-12%
Cc1cc(C)c(S(=O)(=O)N2CCN(C(=O)c3cc(=O)[nH]c4ccccc34)CC2)c(C)c1	57%	.	1%	-3%	-1	-6%	0%
O=C(c1ccco1)N1CCN(c2ncnc3scc(-c4ccccc4)c23)CC1	56%	6%	-1%	-8%	-23	?	11%
O=C(CSCc1ccc(F)cc1)NCc1ccco1	-2%	-3%	3%	1%	17	12%	10%
CC1CCC(NC(=O)CCS(=O)(=O)c2ccc3c(c2)NC(=O)C(C)S3)CC1 (stereo not drawn)	-8%	3%	-6%	?	-25	-12%	11%
CCC(C(=O)NCCC(C)C)N(Cc1ccccc1Cl)C(=O)c1snc(C(N)=O)c1N (stereo not drawn)	15%	-1%	-17%	2%	28	5%	-4%

Entries of single compounds, quoted from the list. Values in the order: AmpC inh no detg | LmPK inhibitor | Tb PYK inh | AmpC detergent | HCMV inh | HCV inhibitor | AMA1-RON2 inh
`O=C(c1ccco1)N1CCN(c2ncnc3scc(-c4ccccc4)c23)CC1` is entered as 56% | 6% | -1% | -8% | -23 | ? | 11%
`O=C(CC(c1ccccc1)c1cc(Cl)ccc1O)NCCCN1CCOCC1` (stereo not drawn) is entered as 31% | -3% | -18% | -10% | -8 | -7% | 0%

New compounds follow.
SMILES	AmpC inh no detg	LmPK inhibitor	Tb PYK inh	AmpC detergent	HCMV inh	HCV inhibitor	AMA1-RON2 inh
C/C(=N/NC(=O)c1ccc(C)s1)c1cccc(NC(=O)c2ccoc2C)c1	-18%	-12%	-5%	15%	22	11µM*	22%
C#Cc1ccc(C(=O)Nc2ccc(N3CCC(C)CC3)c(C(N)=O)c2)cc1	-32%	2%	-2%	3%	?	-22%	-1%
CCOc1ccc(S(=O)(=O)N2CCOCC2)cc1NC(=O)CSCC(=O)Nc1ccc(C)cc1	34%	4%	-12%	-10%	-7	.	13%
CCn1c(SCC(=O)Nc2cc3oc4ccccc4c3cc2OC)nnc1-c1cccs1	-23%	0%	37%[activator]	-1%	-19	10µM*	5%
O=C(Nc1cccc2ccccc12)c1cccc([N+](=O)[O-])c1	-27%	-4%	5%	3%	11	-8%	-1%
O=C(Cc1ccc(Cl)c(Cl)c1)Nc1ccc(SC(F)F)cc1	-27%	-1%	2%	?	-15	?	31%[activator]
C/C(=N\NS(=O)(=O)c1ccc(C)c([N+](=O)[O-])c1)c1cc2ccccc2o1	-45%	4%	.	1%	14	13%	-17%
COc1ccc(Cc2nc3ccc(C(=O)N(C)CCn4ccnc4)cc3o2)cc1OC	18%	-3%	-3%	5%	70	-16%	-2%
O=C(Cn1cccc1C(=O)c1ccccc1)NCCC1=CCCCC1	-3%	7%	3%	1%	-64*	-2%	-18%
C[C@H](CO)N1C[C@H](C)[C@@H](CN(C)Cc2ccc(Cl)c(Cl)c2)OCCCC[C@H](C)Oc2ccc(NC(=O)CCC(F)(F)F)cc2C1=O	.	.	5%	.	-16	.	-1%
OCCN1CCN(C(=S)Nc2cccc(C(F)(F)F)c2)CC1	2%	4%	0%&-13%	?	-7&-24	1%&12%	?
CN(C)S(=O)(=O)c1cc(NC(=O)COC(=O)Cc2cccc3ccccc23)ccc1Cl	-5%	0%	2%	-5%	57	-11%	-2%
COc1cccc(N2CCN(C(=O)c3cnn(C(C)(C)C)c3C3CCN(C(=O)OC(C)(C)C)CC3)CC2)c1	.	.	-6%	3%	7	.	.
CC1CC(C)CN(CCC(=O)Nc2cccc(Cl)c2)C1 (stereo not drawn)	-30%	-6%	4%	?	3	-24%	-2%
COc1ccc(-c2cc(C(F)(F)F)nc(SCC(=O)N3CCCCC3)n2)cc1	.	.	-5%	27%	?	.	.
CCOc1ccc(OCCC(=O)Nc2ccc(N3CCOCC3)cc2N2CCOCC2)cc1	.	.	-4%	.	-6	.	-13%
O=S(=O)(Nc1ccccc1O)c1ccc(-c2ccccc2)cc1	-19%[2.29 µM]	0%	-1%	-4%	-31	?	0%
CC1(C)C(=O)Nc2ccccc2N1C(=O)COC(=O)CSc1ccc(Cl)cc1	-4%	.	0%	3%	-38	10%	-3%
CC1CCCC(NC(=O)C2c3ccccc3C(=O)N2Cc2cccs2)C1C (stereo not drawn)	-14%	-1%	-3%	3%	-3	-27%	19%
O=C(Nc1nncs1)C1CC(=O)N(CCc2ccc(F)cc2)C1 (stereo not drawn)	-15%	0%	-15%	1%	-66*	9%	1%
CCCCOC(=O)/C=C/c1ccc(OC(=O)OC)c(OC(=O)OC)c1	-4%	0%	-4%	?	-18	?	-5%
Cc1ccc(-c2c3c(=O)n(C)c(=O)n(C)c3cn2N2CCOCC2)cc1	-8%	1%	5%	-2%	22	-4%	1%
CC(Oc1cccc(Cl)c1)C(=O)Nc1cc(Cl)ccc1N1CCOCC1 (stereo not drawn)	-28%	.	-5%	0%	-21	?	-19%
CCC1(c2ccc(F)cc2)NC(=O)N(CC(=O)Nc2ccccc2C)C1=O (stereo not drawn)	-9%	-5%	-3%	-4%	-18	15%	-6%
Cc1cc(C)n(C(=O)/C(C#N)=N/Nc2cc(Cl)cc(Cl)c2)n1	-58%	-3%	2%	?	.	10µM*	-2%

Only AmpC inh no detg (3 entries from above):
Molecule | AmpC inh no detg
Cc1ccc(-c2c3c(=O)n(C)c(=O)n(C)c3cn2N2CCOCC2)cc1 | -8%
O=C(Nc1nncs1)C1CC(=O)N(CCc2ccc(F)cc2)C1 (stereo not drawn) | -15%
O=C(Cn1cccc1C(=O)c1ccccc1)NCCC1=CCCCC1 | -3%

(further entries)
SMILES	AmpC inh no detg	LmPK inhibitor	Tb PYK inh	AmpC detergent	HCMV inh	HCV inhibitor	AMA1-RON2 inh
Clc1ccc2c(c1)nc1n2CCCC1	-9%	-4%	-5%	3%	-8	25µM*	-2%
COc1ccc(-c2ccc3nnc(SCC(=O)Nc4ccc(NC(C)=O)cc4)n3n2)cc1	-11%	.	-2%	-17%	-9	-25%	-9%
Cc1ccc(OCCCC(=O)Nc2ccc(S(=O)(=O)Nc3cc(C)nc(C)n3)cc2)cc1	-32%	1%	-1%	1%	?	6%	-1%
Cc1ccc(OCC(=O)Nc2ccc(S(=O)(=O)Nc3onc(C)c3C)cc2)cc1	-22%	1%	-3%	2%	10	15%	-7%
CCn1c(CSc2nc3ccccc3s2)nnc1SCC(=O)c1ccc(O)cc1O	-23%	4%	7%	0%	-8	-11%	8%
COc1ccc(CC(=O)OCc2cc(=O)n3cc(Br)ccc3n2)cc1OC	-2%[11.4 µM]	0%	-1%	?	?	-25%	-6%
O=C(NCc1ccc(Cl)cc1)c1n[nH]c([N+](=O)[O-])c1Cl	-21%	1%	-6%	-11%	0	15%	-2%
Cc1ccc(C)c(N2CCN(C3(c4ccccc4)C(=O)c4ccccc4C3=O)CC2)c1	.	.	-1%	2%	-18	.	.
Cn1nnnc1SCC(=O)c1ccc(Br)s1	-32%	-6%	-12%	-3%	-9	-2%	-9%
COc1ccc([C@]23Cc4ccccc4C(O2)c2c(cc(-c4ccccc4)oc2=O)O3)cc1	-21%[11.4 µM]	-8%[11.5 µM]	.	?	.	.	.
CCN(CC)c1ccc2c(c1)oc(=O)c1c(Cl)cc(=O)oc12	-27%	4%	1%	-3%	.	?	77%[activator]
CCc1nnc(NC(=O)CSc2nc3cccnc3n2C2CCCCC2)s1	91%[activator]	11%	-8%	-2%	?	7%	-11%
CCc1ccc(NC(=O)CSc2nc3c([nH]c4ccccc43)c(=O)n2C)cc1	.	.	22%	4%	55	.	.
CCc1c(C)nc(N)nc1N1N=C1SCC#N	-11%	-2%	-2%	?	21	-1%	-7%
COC(=O)c1ccc([C@@H]2C[C@H]3CN(Cc4cccnc4)C(=O)[C@]34CCCN24)cc1	80%[activator]	-4%	11%	3%	-28	-6%	1%
